# Compound activity from PubChem BioAssay.
# GLD-1 RNA inh: GLD-1/TGE RNA complex disruptors, primary screen, biochemical, fluorescence polarization; purified GLD-1 + fluorescein TGE RNA; inhibition, % at 5.96 µM; AID 2280, 2010; Female germline-specific tumor suppressor gld-1 (Caenorhabditis elegans), Q17339; hit rate 0.44% among 320,000;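 active = percent inhibition above a per-plate cutoff, the plate mean of test compounds plus 3 SD, cut at about 30% in these data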;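 note: 0% = DMSO wells with GLD-1 and probe and 100% = wells lacking GLD-1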
# Target sequence (Q17339 whole entry, looked up): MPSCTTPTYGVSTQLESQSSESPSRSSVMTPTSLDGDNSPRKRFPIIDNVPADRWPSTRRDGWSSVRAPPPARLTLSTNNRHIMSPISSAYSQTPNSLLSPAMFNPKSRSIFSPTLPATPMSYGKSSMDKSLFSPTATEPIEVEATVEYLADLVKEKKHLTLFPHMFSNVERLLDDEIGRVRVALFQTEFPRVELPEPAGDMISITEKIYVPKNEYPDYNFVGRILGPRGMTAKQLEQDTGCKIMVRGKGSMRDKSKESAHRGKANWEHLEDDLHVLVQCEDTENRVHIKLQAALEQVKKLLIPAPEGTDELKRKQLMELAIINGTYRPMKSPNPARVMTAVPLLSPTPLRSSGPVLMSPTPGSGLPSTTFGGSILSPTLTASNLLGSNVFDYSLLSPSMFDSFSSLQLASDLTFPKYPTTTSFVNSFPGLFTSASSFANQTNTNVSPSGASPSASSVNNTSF
# Bcl-xL primary: inhibitors of human Bcl-xL, primary screen, biochemical, fluorescence polarization, HTS; Bcl-2-like protein 1 (Homo sapiens), Q07817; GST-Bcl-xL / FITC-Bim BH3 peptide fluorescence polarization; inhibition, % at 10.9 µM; hit rate 0.7% among 320,000;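 active = inhibition above the mean of all tested compounds plus 3 SD, cutoff set per campaign, cut at about 30% in these data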;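 note: 0% = DMSO wells and 100% = unlabeled Bim-BH3 peptide competitor; inhibitors lower millipolarization by displacing the labeled peptide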
# Target sequence (Q07817 whole entry, looked up): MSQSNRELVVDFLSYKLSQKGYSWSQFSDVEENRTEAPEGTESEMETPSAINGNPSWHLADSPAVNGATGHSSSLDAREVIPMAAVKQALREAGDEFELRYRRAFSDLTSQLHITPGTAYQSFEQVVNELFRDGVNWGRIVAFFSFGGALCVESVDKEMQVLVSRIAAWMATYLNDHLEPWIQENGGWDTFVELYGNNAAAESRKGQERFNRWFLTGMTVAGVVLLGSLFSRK
# MEX-5 binding: MEX-5 zinc finger RNA-binding disruptors – biochemical, C. elegans, fluorescence polarization, MLPCN library, primary screen | AID 1832, 2009 | activity score (negative = inhibition of binding), % at 10 µM | MEX-5/FITC-TCR2 RNA binding; active compounds read low | hit rate 0.38% among 300,000 | Zinc finger protein mex-5 (Caenorhabditis elegans), Q9XUB2;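 active = inhibition past about -25% in most replicates, and total fluorescence under double the plate's negative control median, limit read from the data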;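 note: 0% = DMSO and -100% = 5 µM competing unlabeled TCR2 RNA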
# Fam108B counter: mouse Fam108B serine hydrolase inhibitors, primary screen, counter-screen for RBBP9 inhibitor project, biochemical, fluorescence polarization. recombinant Fam108B, FP-Rh probe fluorescence polarization. inhibition, % at 9.51 µM. hit rate 0.33% among 300,000. AID 1947, 2009;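 active = inhibition above the screen mean inhibition plus 3 SD, computed separately per campaign, cut at about 18% in these data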;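 note: inhibitors lower polarization as less probe binds the enzyme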
# Yeast superoxide: reduction of superoxide in aged yeast, primary screen, HTS | S. cerevisiae aged cells, superoxide DHE fluorescence; active compounds read low | superoxide response (% of plate mean), % at 10 µM | hit rate 0.18% among 330,000 | AID 2690, 2010;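 active = superoxide response under a set limit, about three screen SD below normal, cut at about 65% in these data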;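 note: yeast aged for seven days with compound at 30 °C before DHE staining; 100% = average MFI of all compound-treated wells on the plate with controls excluded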
# MCL1 BIM primary: inhibitors of MCL1 binding to BIM-BH3, primary screen, biochemical, fluorescence polarization; Induced myeloid leukemia cell differentiation protein Mcl-1 (Homo sapiens), Q07820; GST-MCL1 / FITC-Bim-BH3 fluorescence polarization; inhibition, % at 10.9 µM; hit rate 0.68% among 320,000; AID 2057, 2009;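 active = inhibition above the mean inhibition of all tested compounds plus 3 SD, set per campaign, cut at about 40% in these data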;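 note: 0% = DMSO wells and 100% = unlabeled Bim-BH3 peptide control; higher means more loss of mP so more displacement of Bim peptide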
# Target sequence (Q07820 whole entry, looked up): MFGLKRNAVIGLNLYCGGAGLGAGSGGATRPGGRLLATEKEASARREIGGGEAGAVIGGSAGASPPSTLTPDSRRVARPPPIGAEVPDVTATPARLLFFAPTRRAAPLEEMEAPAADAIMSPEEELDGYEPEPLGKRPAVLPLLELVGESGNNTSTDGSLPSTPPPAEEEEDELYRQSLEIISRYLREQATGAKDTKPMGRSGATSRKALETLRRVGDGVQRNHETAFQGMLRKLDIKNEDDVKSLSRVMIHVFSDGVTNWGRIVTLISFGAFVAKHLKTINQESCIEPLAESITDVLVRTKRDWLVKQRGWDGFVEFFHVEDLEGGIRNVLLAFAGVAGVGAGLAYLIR
# EBNA-1 inhibitor: EBNA-1 DNA-binding inhibitors, primary screen, biochemical, fluorescence polarization. hit rate 0.34% among 300,000. inhibition, % at 14.8 µM. AID 1950, 2009; in the data active = inhibition above about 28%
# Efflux pump mplx: inhibitors of Candida efflux pumps in yeast, primary screen, S. cerevisiae, Nile Red, multiplex | AID 485275, 2010 | hit rate 0.44% among 330,000 | inhibition, % at 10 µM | S. cerevisiae Candida pump triplex;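 active = plate passing quality check with inhibition over a set limit, or well fluorescence over plate mean plus 4 SD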;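 note: Nile Red retained in pooled yeast measured as flow cytometry median fluorescence; 0% = buffer negative control and 100% = Enniatin B positive control; higher means more Nile Red kept so more efflux inhibition; some compounds called inactive have numbers as strong as hits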
# ZTA counter: ZTA (EBV) inhibition in EBNA-1 counter-screen; P03206; ZTA-DNA binding, fluorescence polarization; inhibition, % at 11 µM; hit rate 0.15% among 320,000; in the data active = inhibition above about 33%
# Active calls of the source: *; · = no result given; & = joins results of further samples.
SMILES,GLD-1 RNA inh,Bcl-xL primary,MEX-5 binding,Fam108B counter,Yeast superoxide,MCL1 BIM primary,EBNA-1 inhibitor,Efflux pump mplx,ZTA counter
CC(C)C(=O)NC(=S)Nc1ccc(S(=O)(=O)NC2CCCCC2)cc1,-4,2,-0.9,-1,97,18,1,0.3,-15
COC(=O)c1cccc(Cn2nc(C)c([N+](=O)[O-])c2C)c1,1,3,-1.5,3,115,-4,-4,0.3,-5
CCOc1cccc(NC(=O)c2cccc(F)c2)c1,1,11,2.0,-4,95,4,-12,0.0,-7
COC(=O)c1sc(NC(=O)c2ccc([N+](=O)[O-])o2)c(C#N)c1C,0,5,-1.8,8,100,9,6,-0.1,1
C[C@]12C=CC(=O)C=C1CC[C@@H]1C2=CC[C@]2(C)[C@@H](C(=O)CN3CCN(c4cc(N5CCCC5)nc(N5CCCC5)n4)CC3)CC[C@@H]12,-12,27,2.8,-5,108,28,-1,0.1,-10
CCOC(=O)c1sc(N(Cc2ccccc2)C(=O)COC(=O)c2ccccc2O)nc1C,-1,-6,1.4,-9,90,-18,2,-0.1,2
Oc1c(Cl)cc(Cl)cc1CNc1ccc(Br)cn1,0,2,1.8,3,97,2,2,-0.1,0
CCOC(=O)c1sc(=S)n(-c2cccc(C(F)(F)F)c2)c1SC,-9,1,0.5,-2,99,-3,-7,0.1,-9
CCOC(=O)N1CCN(C(=O)c2c[nH]c3ccc(S(=O)(=O)N(C)c4cccc(C)c4)cc3c2=O)CC1,5,0,2.3,-1,93,0,8,-0.2,1
C/C(=N\N1CCN(C2c3ccccc3-c3ccccc32)CC1)c1ccco1,0,0,2.8,1,85,-4,-10,-0.2,-8
CCOc1ccc2nc(N/C(N)=N/C(=S)Nc3ccc(C)c(C)c3)nc(C)c2c1,3,3,4.4,3,101,2,6,-0.1,3
CCOc1ccccc1N1CCN(CC(=O)Nc2ccccc2C(=O)NC2CC2)CC1,1,6,·,·,99,0,·,0.3,-1
CC(C)OCCCNC(=O)CN1C(=O)COc2ccc(S(=O)(=O)N3CCCCCC3)cc21,5,3,1.5,0,90,7,-6,0.0,-9
CC(C)CCSc1nc2c(c(=O)[nH]c(=O)n2C)n1CCc1ccccc1,-2,-2,-1.5,-1,106,-10,-4,0.0,-19
CCOc1ccc(C(=O)Nc2ccc(S(=O)(=O)N3C[C@@H]4C[C@@H](C3)c3cccc(=O)n3C4)cc2)cc1,-1,8,·,·,79,1,·,0.2,-5
Fc1cnc(N2CCc3ccccc32)nc1N1CCc2ccccc21,-2,4,-0.6,2,101,5,-3,0.0,7
Cc1ccccc1C(=O)NCCCNC(=O)c1ccccn1,4,0,-1.1,-1,103,11,6,0.3,-9
Cc1ccc(CNC(=O)COC(=O)COc2ccc(C#N)cc2)cc1,-4,2,·,·,78,-5,·,-0.1,14
CCCN(c1ccccc1C(=O)O)S(=O)(=O)c1ccc2c(c1)n(C)c(=O)n2C,1,7,-0.6,7,96,8,-4,0.1,-20
CC1CCCCC1NC(=S)NC(=O)c1ccccc1Br (stereo not given),8,5,0.3,3,90,2,-2,0.1,12

# Copied from the list:
# Fc1cnc(N2CCc3ccccc32)nc1N1CCc2ccccc21 – MEX-5 binding = -0.6
# CC1CCCCC1NC(=S)NC(=O)c1ccccc1Br (stereo not given) – Efflux pump mplx = 0.1

# Continuation.
SMILES,GLD-1 RNA inh,Bcl-xL primary,MEX-5 binding,Fam108B counter,Yeast superoxide,MCL1 BIM primary,EBNA-1 inhibitor,Efflux pump mplx,ZTA counter
CC(C)OP(=O)(c1ccccc1)c1ccccc1,3,3,0.1,0,105,-1,-7,-0.1,-2
Cc1ccccc1NC(=O)C1CCN(S(=O)(=O)c2ccc3c(c2)NC(=O)C(C)S3)CC1 (stereo not given),-7,-10,6.6,4,95,-24,-2,0.1,-2
CCOC(=O)C1=C(C)NC(SCc2cc(=O)[nH][nH]2)=C(C#N)C1c1cccs1 (stereo not given),6,5,-3.8,2,90,9,11,0.0,19
CCOC(=O)C1=C(Nc2ccccc2)OCC1=O,5,7,-1.3,2,106,2,0,0.0,-1
COc1ccc(C(=O)NCC(C)(C)CNC(=O)c2ccc(OC)c(OC)c2)cc1OC,1,5,2.2,-3,81,3,2,0.0,-5
O=C(Cc1cccs1)Nc1nnc(SCc2ccc(F)cc2)s1,1,-4,-3.1,1,110,2,0,0.1,-4
Cc1ccc(CNC(=O)Cn2nnc3ccccc3c2=O)cc1,-1,5,·,-1,104,7,4,-0.1,2
Cc1ccc(-c2nn(-c3ccccc3)cc2C(=O)OCC(=O)Nc2ncc(Cl)cc2Cl)cc1,4,5,-1.8,-2,124,-1,10,-0.1,1
CCCNC(=O)CCc1c(C)nc2c(c(C)nn2-c2ccccc2)c1C,1,-1,4.1,-3,110,3,-3,0.0,-1
Cc1cc(C)n(-c2ccc(C(=O)N3CCN(c4ccccn4)CC3)cc2)n1,6,2,·,·,88,-1,·,-0.1,-4
C=CCc1cccc(C=Nc2ccc(Br)cc2)c1O,-1,3,-0.6,2,108,2,5,-0.2,8
COc1ccc(/C=N/NC(=O)c2ccc(CSc3nc(C)cc(C)n3)cc2)cc1O,9,3,·,9,79,8,-5,0.1,-8
CC(C)N1C(=O)/C(=C/c2nc3ccccc3c(=O)n2-c2ccccc2)c2ccccc21,3,4,3.0,-2,125,6,1,0.1,16
C=CCOc1ccc(CNC(C)(C)CO)cc1OCC,-1,25,1.9,-5,95,-3,2,-0.1,7
CCOC(=O)N1CCN(C(=O)C2CCN(S(=O)(=O)c3ccc(Cl)cc3)CC2)CC1,-3,5,0.7,8,92,3,7,0.0,-10
Cc1ccc(S(=O)(=O)N2CCN(C(=O)COC(=O)Cc3ccc(Cl)cc3)CC2)c(C)c1,2,-1,·,·,109,5,·,-0.2,-9
COc1ccccc1CNC(=O)CCCNC(=O)Cn1cnc2sc(C)c(C)c2c1=O,1,7,1.9,-1,102,3,0,-0.2,9
COc1cccc(NC(=O)c2ccc(-c3ccc([N+](=O)[O-])cc3)o2)c1,-3,9,-2.7,-8,83,4,-4,-0.1,-5
CC(NS(=O)(=O)c1ccccc1)C(=O)NC1CCCC1 (stereo not given),7,8,0.5,3,98,20,1,-0.3,-7
CCOC(=O)C1CCCN(c2c(Nc3cc(C)cc(C)c3)c(=O)c2=O)C1 (stereo not given),6,4,0.8,2,100,-1,-10,0.1,-18
COc1c(F)c(F)c(C(=O)Nc2ccc(-c3nc4ccccc4[nH]3)cc2)c(F)c1F,8,-2,-4.5,1,96,0,5,-0.2,20
Cc1ccccc1-c1ccc(=O)n(CC(=O)Nc2ccc(S(=O)(=O)N(C)C)cc2)n1,3,4,-0.1,2,90,2,5,0.0,-3
NC(=O)N\N=C/C=C/C=C/c1ccc(F)cc1,-2,-1,0.0,1,116,5,3,0.3,-8
Cc1ccc(CN(c2ccc(C(=O)NCc3ccc4c(c3)OCO4)cc2)S(C)(=O)=O)cc1,2,4,1.4,-4,77,12,35*,-0.1,2
COc1ccc(NC(=O)c2cc([N+](=O)[O-])ccc2N2CCN(C)CC2)cc1,0,8,-1.1,-4,94,4,-3,-0.1,3
CN1CCN(C(=S)c2cn(Cc3cccc(F)c3)c3ccccc23)CC1,8,7,-1.0,2,95,2,21,-0.3,8
CC1=C(C(=O)Nc2ccccc2F)C(c2cccs2)NC(=S)N1 (stereo not given),-1,-2,1.3,5,99,-1,-1,0.1,8
Cc1cc(NC(=O)C2COc3ccccc3O2)no1 (stereo not given),0,1,-2.4,1,93,-2,1,-0.2,-8
Cc1ccccc1Nc1nc(N)nc(COc2ccc(C#N)cc2)n1,-10,-8,-0.1,-1,93,-5,-2,0.2,11
Cc1cccc(C(=O)NCC(=O)N2CCN(S(=O)(=O)c3ccccc3)CC2)c1,-1,3,-1.6,1,104,5,-5,0.8,3
CN1CCN(c2ncccc2S(=O)(=O)N2CCCCC2)CC1,0,0,-0.8,-2,95,2,0,-0.2,0
NS(=O)(=O)c1cc2c(cc1Cl)NCNS2(=O)=O,5,-2,-2.5,-1,98,-10,3,0.0,17
COc1ccc(OC)c(NC(=O)c2cnn(-c3ccccc3Cl)c2NC(=O)c2ccco2)c1,10,8,-0.5,-2,87,6,-5,-0.3,-7
Cc1cc(-c2ccccc2)nc2[nH]n(-c3ccccc3)c(=O)c12,3,13,-0.9,-2,90,10,-6,-0.2,-8
CN1C2CCC1CC(OC(=O)c1c[nH]c3ccccc13)C2 (stereo not given),4&-1,1&-2,-0.6,-3&0,87&100,-3&4,1&8,0.0&0.1,-2&5
CN1C(c2ccccc2)CCOS1(=O)=O (stereo not given),-4,5,2.1,4,98,6,13,-0.1,9
COc1ccccc1CN1CC(=O)N2CSC[C@H]2C1=O,-7,-12,3.7,-7,102,-13,-20,0.6,-13
CCCOc1ccc(NC(=O)C2CC(=O)N/C(=N/N=C(\C)CCc3ccc4c(c3)OCO4)S2)cc1 (stereo not given),10,0,-1.3,0,102,6,-1,-0.1,3
CCCc1cc(=O)oc2cc(OC(C)C(=O)NCc3ccccn3)c(Cl)cc12 (stereo not given),3,0,-0.5,-1,103,-1,8,0.0,-4
O=C(NCN1CCc2ccccc2C1)c1ccccc1,-6,8,-2.0,-2,98,8,5,-0.1,-1
CCOC(=O)c1cccc(NC(=O)CSc2nnc(COc3ccc(Cl)cc3)o2)c1,3,5,-0.6,-3,100,5,0,0.0,12
O=C(CCCN1C(=O)c2ccccc2C1=O)Oc1ccc(F)cc1,1,-1,-0.8,-1,131,-8,1,0.2,-5
O=C(COC(=O)c1ccncc1)NCCCc1ccccc1,8,7,1.3,-1,86,-1,12,-0.2,10
Cc1ccc(-c2nnc3n2N=C(c2ccc(Br)cc2)CS3)cc1,0,-6,-0.6,-2,108,-1,-13,-0.1,1
Cc1ccc(C)c(NC(=O)CCCCCN2C(=O)[C@@H]3Cc4ccccc4CN3C2=O)c1,-4,3,-0.1,3,87,-1,-13,0.5,2
COc1cccc(OCc2nnc(SCC(=O)NCc3ccco3)n2C)c1,4,-5,1.9,4,88,1,-7,-0.2,-2
O=C(NCCSCc1ccco1)c1ccc(=O)[nH]c1,3,8,-2.3,0,94,9,6,0.0,-2
CC(=O)NC1CCN(C(=O)N2CCCC2)CC1,-4,2,0.9,-2,99,2,-14,0.2,-6
COc1ccc(CN2CCCC(C(=O)N3CCCC3)C2)cc1 (stereo not given),-3,4,-1.9,3,104,4,-3,0.0,29
O=C(Nc1cc2c(cc1Cl)OCCO2)c1ccco1,3,5,-0.8,-3,96,4,2,0.0,8
O=C(NC(Cc1ccccc1)C(=O)O)/C(=C\c1ccccc1)NC(=O)c1ccc(Br)o1 (stereo not given),6,-1,0.8,1,118,-4,8,0.2,-10
CC(CC1CC(C)(C)OC1=O)C(=O)Nc1ccc([N+](=O)[O-])cc1 (stereo not given),1,-6,1.3,4,94,2,-6,0.0,-20

# Filtered by structure, those above with a COOH group.
SMILES,GLD-1 RNA inh,Bcl-xL primary,MEX-5 binding,Fam108B counter,Yeast superoxide,MCL1 BIM primary,EBNA-1 inhibitor,Efflux pump mplx,ZTA counter
CCCN(c1ccccc1C(=O)O)S(=O)(=O)c1ccc2c(c1)n(C)c(=O)n2C,1,7,-0.6,7,96,8,-4,0.1,-20
O=C(NC(Cc1ccccc1)C(=O)O)/C(=C\c1ccccc1)NC(=O)c1ccc(Br)o1 (stereo not given),6,-1,0.8,1,118,-4,8,0.2,-10
